# Assay outcomes as filed in PubChem BioAssay.
# NCI-60 one-dose screen, 48 h, at 10 µM unless noted. Numbers give growth in % (100 = growth as untreated, 0 = no growth, -100 = all killed).
# NCI-H23: NCI-H23 lung cancer | actives 4% (n = 80,000) | AID 1794731
# NCI-H322M: NCI-H322M lung cancer. actives 2.7% (n = 80,000)
# NCI/ADR-RES: NCI/ADR-RES ovarian cells | actives 4.4% (n = 81,000)
# NCI-H460: NCI-H460 lung cancer; actives 6.8% (n = 82,000)
# NCI-H226: NCI-H226 lung cancer; actives 3.5% (n = 79,000); AID 1794732
# HCT-15: HCT-15 colon cancer | actives 5.2% (n = 82,000) | AID 1794746
# NCI-H522: NCI-H522 lung cancer | actives 8% (n = 78,000)
# HCT-116: HCT-116 colon cancer; AID 1794798; actives 7.3% (n = 82,000)
# COLO 205: COLO 205 colon cancer | actives 7.3% (n = 79,000) | AID 1794742
# Active calls of the source: *; . = not tested or not shown; & = joins results of further samples. The calls were made as follows: active = growth percent below 10; inactive = the rest.
item	mol	NCI-H23	NCI-H322M	NCI/ADR-RES	NCI-H460	NCI-H226	HCT-15	NCI-H522	HCT-116	COLO 205
1	Cc1ccccc1Nc1cc(=O)[nH]c(N)n1	105	108	108	107	108	100	95	96	113
2	CCCCOc1ccccc1[N+](=O)[O-]	99	95	106	103	110	97	98	106	95
3	N#CC1=C(N)Oc2c(sc3c(Br)cccc23)C1c1ccc(Br)cc1 (stereo not given)	20	42	2.3*	6.6*	57	22	-7.1*	27	-49*
4	CC(Cl)(CCl)CS(=O)(=O)c1ccc(Cl)cc1 (stereo not given)	101	100	110	107	93	105	93	103	106
5	OC1COC(c2ccccc2)OC1C(O)C1OC(c2ccccc2)OCC1O (stereo not given)	99	101	102	106	92	104	84	98	106
6	CCOC(=O)C1CCCC1=O (stereo not given)	97&104	103&100	102&111	102&117	92&111	102&111	96&101	82&115	101&124
7	COc1ccc(/C=N\NC(=O)c2cnn(CC(O)c3ccccc3)c2N)cc1OCc1cccc(F)c1 (stereo not given)	85	106	76	88	82	59	96	80	93
8	CCOC(=O)C1=NCCNC1=O	95	104	105	104	102	97	96	103	113
9	COc1ccc(NC(=O)c2ccc(Cl)cc2)cc1	99	96	104	103	102	100	91	95	103
10	CCOc1ccccc1[C@H]1C(C(=O)c2ccc(Cl)cc2)C2(N[C@@H]1c1ccccc1)C(=O)Nc1ccccc12 (stereo not given in full)	4.2*	36	-41*	-36*	-18*	7.5*	-3.5*	3.9*	-82*
11	NC(=S)NNC(=O)c1ccncc1	119	110	93	111	96	101	89	98	113
12	O=C(Nc1cccc(Cl)c1)Nc1cc2ncncc2cc1OCc1cccc(F)c1	21	16	14	4.4*	37	0.8*	-8.5*	8.6*	-70*
13	COc1ccc(C(=O)C[n+]2cccc(Br)c2)cc1	93	98	95	109	100	100	91	91	98
14	CSc1ccc(C(=NNS(=O)(=O)c2ccc(C)cc2)c2ccc(Cl)cc2)cc1	94	93	98	104	98	101	94	98	119
15	COc1cc2[nH]c(=O)c3c4ncccc4cn3c2cc1OC	85	79	65	58	75	71	55	49	86
16	CCOC(=O)C1=C(C)NC(=S)NC1c1cccc(O)c1 (stereo not given)	105	106	111	111	110	104	94	111	106
17	CC[C@]12C=CCN3CC[C@@]4(c5ccc(OC)cc5N(C)[C@H]4[C@@](O)(C(=O)OC)[C@@H]1OC(=O)CCN1CCc4ccccc4C1)[C@@H]32	82	96	81	97	99	85	101	91	74
18	Cn1c(=O)[nH]c2nc(SCC(=O)Nc3ccc(C(=O)/C=C/c4ccc(Cl)cc4)cc3)[nH]c2c1=O	98	86	105	90	84	86	94	95	.
19	Brc1ccc(/C=N\N=c2\scc(-c3ccc(Br)cc3)n2/N=C/c2ccc(Br)cc2)cc1	94	100	108	103	110	106	90	87	116
20	O=C1CCCC2CCCCN12 (stereo not given)	102	109	105	118	102	110	131	104	105
21	O=c1cc(-c2ccccc2)nc2sc(-c3c[nH]c4ccc(Br)cc34)nn12	104	93	101	106	88	92	86	103	104
22	COc1cccc(N2C(=O)/C(=C/C3=Cc4ccccc4OC3)SC2=S)c1	92	104	104	102	97	98	83	98	116
23	Nc1nc(=O)c2ccccc2s1	109	108	113	115	112	101	122	107	107
24	CC(C)c1ccc(C(=O)Nc2sc3cc(O)ccc3c2C#N)cc1	46	62	11	23	58	19	54	15	92
25	CC/C=C\C[C@H]1C/C=C2/C(=O)C=C[C@@H]2C/C=C\CCCC(=O)O1	-12*	17	-1.7*	-34*	-55*	-34*	-45*	-67*	-13*

# An excerpt of the results above, for reference:
item	mol	NCI-H23	NCI-H322M	NCI/ADR-RES	NCI-H460	NCI-H226	HCT-15	NCI-H522	HCT-116	COLO 205
8	CCOC(=O)C1=NCCNC1=O	95	104	105	104	102	97	96	103	113
9	COc1ccc(NC(=O)c2ccc(Cl)cc2)cc1	99	96	104	103	102	100	91	95	103
10	CCOc1ccccc1[C@H]1C(C(=O)c2ccc(Cl)cc2)C2(N[C@@H]1c1ccccc1)C(=O)Nc1ccccc12 (stereo not given in full)	4.2*	36	-41*	-36*	-18*	7.5*	-3.5*	3.9*	-82*
11	NC(=S)NNC(=O)c1ccncc1	119	110	93	111	96	101	89	98	113

# Other compounds.
item	mol	NCI-H23	NCI-H322M	NCI/ADR-RES	NCI-H460	NCI-H226	HCT-15	NCI-H522	HCT-116	COLO 205
26	COc1ccc(Nc2ncnc3sc4c(c23)CCN(Cc2ccccc2)C4)cc1	92	94	77	71	84	75	63	86	106
27	CC(C)c1cc(-c2nc3ccc(Cl)cc3[nH]2)no1	96	100	103	98	96	93	82	108	116
28	CCOc1ccc(NC(=O)c2ccoc2COc2ccc(C)cc2)cc1	96	101	89	105	95	84	91	100	112
29	CCC(CC)C(=O)OCCCCOC(=O)C(CC)CC	109	106	109	106	95	102	90	104	109
30	Clc1cccc(Cl)c1COc1ccc(Nc2ncnc3onc(-c4ccccc4)c23)cc1	78	91	68	69	.	59	53	88	84
31	c1ccc2c(c1)ncn2-c1ccnc(NCCc2ccncc2)n1	87	90	90	67	78	87	84	66	91
32	O=C(N/N=C1\c2ccccc2-c2cccc(C(=O)O)c21)c1ccccc1	88	94	93	95	79	101	91	96	116
33	CS(=O)(=O)Nc1ccc(C(=O)NC(C(=O)NO)c2ccc(C3CC3)cc2)cc1 (stereo not given)	97	98	99	106	.	109	99	105	120
34	O=c1cc(-c2ccccc2)oc2cc(OCCCCNCc3ccccc3)cc(O)c12	-74*	58	-68*	-74*	60	-86*	34	-74*	-92*
35	C=C(c1ccc(F)cc1)C1CC1	94	123	99	106	99	108	98	101	107
36	COc1ccc(/C=C2/SC(=O)N(CCCC(=O)N3CCN(c4cc5c(cc4F)c(=O)c(C(=O)O)cn5C4CC4)CC3)C2=O)cc1	97	94	102	102	.	97	74	100	114
37	Cc1cc(N=C2NC(=O)/C(=C/c3cc(C(C)(C)C)c(O)c(C(C)(C)C)c3)S2)n[nH]1	.	29	5.9*	0.4*	10	7.0*	-26*	3.4*	-9.4*
38	OCC(CO)(CCl)CCl	93	112	99	106	101	109	91	79	105
39	COc1cc(/C=C(\C#N)C(=O)Nc2sc3c(c2C#N)CCCC3)ccc1OCc1ccccc1	.	107	108	103	102	101	100	108	121
40	COc1ccc(O)c(-c2cc(-c3ccccc3)c(C#N)c(=O)[nH]2)c1	84	96	97	92	88	100	66	90	.
41	Cc1ccc(NCc2nnc(-c3ccco3)o2)cc1	100	101	98	103	93	103	103	90	100
42	Cn1c(=O)c2[nH]c(Cc3ccsc3)nc2n(C)c1=O	105	105	103	97	105	105	84	102	119
43	Cc1c(F)cccc1NC(=O)c1sc2nc3c(cc2c1N)CCCC3	95	99	91	98	76	85	80	97	110
44	Cn1cc(-c2nc(-c3cccnc3)cs2)c2cc(F)ccc21	90	.	85	94	91	83	87	84	101
45	COc1ccc(/C=C/C(=O)c2cc3c(N)c(C(=O)Nc4ccccc4)sc3nc2C)cc1	29	36	2.9*	-1.0*	43	6.0*	-18*	8.1*	-17*
46	C[N+]1=C(/C=C/c2ccc(N)cc2)C(C)(C)c2ccccc21	88	98	104	107	87	95	64	86	89
47	O=C1c2cccc3cccc(c23)C(=O)N1c1nccs1	95	98	.	106	93	106	109	96	104
48	Cc1[nH]c(C2CC(c3cccs3)=NN2c2ccccc2)c(C)c1C(=O)NCC(F)(F)F (stereo not given)	95	93	99	102	95	92	93	101	124
49	COc1ccc2nc(-n3nc4nc5n(c(=N)c4c3N)-c3ccccc3Sc3ccccc3-5)sc2c1	98	109	116	97	108	99	84	99	107
50	Nc1cc(Cl)ccc1N1C(=O)C=CC1=O	106	104	106	100	91	113	100	102	101

# Next section:
no. | molecule | NCI-H23 | NCI-H322M | NCI/ADR-RES | NCI-H460 | NCI-H226 | HCT-15 | NCI-H522 | HCT-116 | COLO 205
51 | N#C/C(=C\c1ccc(-c2ccc(Cl)cc2)o1)c1ccc(Cl)cc1 | 63 | 69 | 60 | 10 | 30 | 79 | 81 | 13 | 77
52 | CC[n+]1ccc(C(=O)OC)cc1 | 100 | 81 | 101 | 107 | 107 | 104 | 75 | 82 | 113
53 | CC(C)=CCC[C@](C)(O)[C@H]1CC[C@]2(C)[C@@H]1CC[C@@H]1[C@@]3(C)CC(=O)CC(C)(C)[C@@H]3CC[C@]12C | 95 | 108 | 96 | 100 | 112 | 92 | 90 | 93 | 104
54 | COc1ccc(/C=C/c2nc(Nc3ccc(S(=O)(=O)NC(C)=O)cc3)c3ccccc3n2)cc1 | 86 | 39 | 86 | 65 | 84 | 55 | 76 | 47 | 50
55 | NC1(N)C=CC2=C(C=C1)C1(N)C3=C(C=CC(N)(N)C=C3)N2C2(N)C3=C(C=CC(N)(N)C=C3)N1C1=C2C=CC(N)(N)C=C1 | 80 | 100 | 83 | 95 | 98 | 95 | 28 | 90 | 104
56 | Cc1cccc2c(Nc3ccc(NS(C)(=O)=O)cc3)c3ccc([N+](=O)[O-])cc3nc12 | -18* | 36 | 67 | -35* | -21* | 6.8* | -68* | 5.6* | 35
57 | Cc1nc(Nc2ccc(NC(=S)Nc3ccccc3)cc2)nc2nc(SCc3ccccc3)[nH]c(=O)c12 | 101 | 173 | 110 | 107 | 83 | 108 | 41 | 112 | 126
58 | c1ccc(CSc2ncnc3n[nH]nc23)cc1 | 95 | 109 | 99 | 106 | 90 | 102 | 90 | 97 | 102
59 | COc1ccc(C(=O)/C=C/c2cccc(Nc3ccnc4cc(Cl)ccc34)c2)cc1 | 43 | 50 | 21 | 32 | 54 | 31 | . | 9.6* | 45
60 | CCOC(=O)C(C#N)C(C#N)c1ccccc1 (stereo not given) | 100 | 99 | 103 | 104 | 99 | 107 | 83 | 82 | 115
61 | Cn1c(=O)c2[nH]c(CC(=O)O)nc2n(C)c1=O | 100 | 100 | 102 | 110 | 91 | 107 | 86 | 104 | 109
62 | CON(C)C(=O)c1cc(-c2ccc(Cl)cc2)n(-c2ccc(S(C)(=O)=O)cc2)n1 | 89 | 93 | 83 | 88 | 86 | 80 | 87 | 71 | 110
63 | CN(C)c1ccc(N=Nc2ccc(S(=O)(=O)O)cc2)cc1 | 110&102 | 106&101 | 114&110 | 102&106 | 90&99 | 105&104 | 96&102 | 101&100 | 104&113
64 | CCOC(=O)C(=O)Cc1cnc2ccccc2n1 | 102 | 97 | 108 | 111 | 95 | 99 | 94 | 102 | 132
65 | OCCN(CCO)CC(O)c1cc(-c2ccccc2)nc2ccccc12 (stereo not given) | 102 | 96 | 110 | 108 | 91 | 100 | 78 | 18 | 99
66 | CC1=C(C#N)C(=O)NC1(C)O (stereo not given) | 107 | 121 | 116 | 112 | 80 | 102 | 109 | 111 | 110
67 | C/C(=C(/c1ccc(O)cc1)c1ccc(Cl)cc1)c1ccccc1 | -63* | -95* | -71* | -91* | -80* | -82* | -78* | -69* | -83*
68 | CC(c1ccc(Cl)cc1)N(CCN(C)C)c1ccccn1 (stereo not given) | 114 | 92 | 94 | 101 | 118 | 95 | . | 95 | 86
69 | CCCC(O)C(CC)CO (stereo not given) | 114 | 100 | 114 | 111 | 97 | . | . | 105 | 108
70 | COC1=C(NC2CCCCC2)C(=O)C(OC)=C(NC2CCCCC2)C1=O | 101 | 107 | 105 | 109 | 101 | 119 | 85 | 98 | 109
71 | COc1ccc(-c2nc(N3CCN(C(=O)C4CCCCC4)CC3)c3c4c(sc3n2)CCCC4)cc1 | 44 | 43 | 84 | -33* | . | 49 | -24* | 17 | -38*
72 | O=C(C[P+](c1ccccc1)(c1ccccc1)c1ccccc1)C[P+](c1ccccc1)(c1ccccc1)c1ccccc1 | -15* | -59* | 1.6* | -68* | -72* | -78* | -84* | -93* | -28*
73 | CCCCC1(CC)COC(C)(c2ccccc2)OC1 (stereo not given) | 110 | 109 | 109 | 106 | 100 | 107 | 94 | 107 | 104
74 | COc1cc2[nH]c(C(=O)c3ccc(Cl)cc3)cc2c(OC)c1OC | 107 | 101 | 103 | 87 | 98 | 81 | 97 | 84 | 133
75 | COc1ccc(S(=O)(=O)N2CCN(c3nccc(-c4c(-c5cccc(F)c5)nc5sccn45)n3)CC2)cc1 | 85 | 97 | 77 | 95 | 81 | 83 | 84 | 101 | 91
76 | Cc1ccc2nc(C)[nH]c2c1 | 104 | 107 | 108 | 106 | 112 | 109 | 93 | 107 | 114
77 | O=C(O)C1C=CCC(C(=O)O)C1 (stereo not given) | 111 | 106 | 106 | 104 | 93 | 101 | 108 | 102 | 110
78 | CC(C)N(CCOC(=O)Nc1cccc(Cl)c1)C(C)C | 101 | 98 | 109 | 105 | 97 | 107 | 69 | 82 | .
79 | O=C(Nc1nc2ccc(Cl)cc2s1)c1ccc(Cl)cc1 | 92 | 111 | 100 | 99 | 85 | 99 | 100 | 98 | 105
80 | Cc1cc(N2CCN(C3CCCC3)CC2)n2c(nc3ccccc32)c1C#N | 91 | 92 | 88 | 103 | 91 | 89 | 90 | 90 | 84
81 | O=C(CCc1ccc(-c2ccccc2)o1)Nc1ncc(Cc2ccc(F)cc2)s1 | 101 | 89 | 100 | 97 | 91 | 95 | 86 | 84 | 106
82 | CN1C(=O)/C(=C\c2c(Cl)cccc2Cl)c2ccccc21 | 91 | 97 | 80 | 103 | 100 | 67 | 83 | 92 | 113
83 | CC1(C)OC2OC(C(O)Cn3cc(COc4ccc5ccc(=O)oc5c4)nn3)[C@@H](OCc3ccccc3)C2O1 (stereo not given in full) | 98 | 104 | 101 | 99 | 90 | 97 | 95 | 102 | 113
84 | COc1ccc(OC)c(/C=C/C(=O)N/N=C/c2ccc(Cl)cc2)c1 | 35 | 41 | 3.8* | 5.2* | 73 | 29 | -36* | 5.7* | -49*
85 | CN1C(=O)C2(SCC(C(=O)NC3CCCCC3)N2C(=O)C2CCCCC2)c2ccccc21 (stereo not given) | 94 | 89 | 95 | 99 | 107 | 97 | 85 | 91 | 104
86 | CCOC1=NC(=C(c2ccccc2)c2ccccc2)OC1=O | 103 | 129 | 104 | 110 | 95 | 104 | . | 108 | 103

# Outcome played no part in choosing rows; 13% or so of the library scored in one or more.
